# phage Ecoli inh: growth loss of phage-infected E. coli, primary screen, RecBCD inhibitor project, absorbance, with phage, HTS; inhibition, % at 11.9 µM; actives 0.26% (n = 360,000); AID 651602, 2012; in the data active = inhibition above about 11%
# Wnt act: Wnt/beta-catenin pathway activators, primary screen, cell-based, plate reader, single point. Wnt/beta-catenin reporter cell assay, activator. activation, % at 9.35 µM. actives 1.2% (n = 300,000). AID 743398, 2014; in the data active = activation above about 30%, passing the limit was not always enough;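 also: 0% = neutral control wells and 100% = positive control wells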
# The depositor's hits bear a star.
# Order of values: Wnt act, phage Ecoli inh
COC(=O)CC1(C(=O)OC)Nc2cc(Cl)c(Cl)cc2S(=O)(=O)N1O (stereo not drawn)
    -4, 4.1
CCc1cc2c(SCC(=O)N3CCN(C(=O)c4cccs4)CC3)ncnc2s1
    -2, 0.6
COc1cccc(CNc2nc3cc(-c4ccccc4C)sc3c(=O)n2C)c1OC
    -1, 2.5
Cc1ccc(C)c(S(=O)(=O)Nc2ccc(C(=O)NCCCN(C)C)cc2)c1
    1, 2.0
COCCCNC(=O)C[C@H]1C[C@@]2(C(=O)OC)C(=C[C@H](C(C)C)O[C@@H]2C2CC2)N(Cc2ccccc2)C1=O
    0, 2.9
COc1cccc(-c2cnc3c(NC(C)=O)cc(-c4ccc(OC)c(OC)c4)cn23)c1
    -1, 0.5
O=[N+]([O-])c1cccc(CON=Cc2cc(Cl)ccc2O)c1
    -4, 3.7
CCOc1ccc(N(CC(=O)Nc2c(C)cc(C)cc2C)C2=NC3CS(=O)(=O)CC3S2)cc1 (stereo not drawn)
    8, 3.5
CC1C(=O)N(Cc2cn(Cc3ccco3)nn2)CCS(=O)(=O)N1Cc1ccc(-c2ccc(Cl)cc2)cc1 (stereo not drawn)
    -2, 2.3
CCOC1=C2[C@@H](CN(S(=O)(=O)c3ccc(C)cc3)[C@H]2c2ccccc2Cl)[C@H]2C(=O)N(Cc3ccccc3)C(=O)[C@H]2C1
    -4, 2.0

# Going on with the list:
# Order of values: Wnt act, phage Ecoli inh
C[C@@H]1CN([C@H](C)CO)C(=O)c2cc(Br)cnc2O[C@@H]1CN(C)C(=O)C1CCOCC1
    17, 0.7
CCN(CC(=O)Nc1ccc(NC(C)=O)cc1)C(=O)c1ccc(Sc2nncn2C)c([N+](=O)[O-])c1
    -2, 1.2
c1ccc(-c2nc3ccccc3nc2-c2ccc(CN3CCC(c4nc5ccccc5[nH]4)CC3)cc2)cc1
    -1, 3.3
O=C1OC(c2ccccc2)(N(Nc2ccccc2)c2ccccc2)c2ccccc21 (stereo not drawn)
    0, 1.4
COc1cc(C=C2NC(=O)NC2=O)ccc1O
    -3, 1.5
CCOC(=O)c1csc(CCNC(=O)c2ccccc2)n1
    -6, 2.9
O=C(Nc1cccc2ccccc12)c1[nH]c(-c2ccccc2)c2c1C(=O)N(C1CC1)C2=O
    -2, 4.5
COCCNC(=O)C1CCCN(C(=O)c2ccc(SC(F)(F)F)cc2)CC1 (stereo not drawn)
    -3, 3.2
Cn1c2nc3ccccc3c-2nc2ccccc21
    39*, 2.5
c1ccc(COc2ncnc3c2ncn3CCCNCC(c2ccccc2)c2ccccc2)cc1
    -2, 4.5

# (cont.)
# Order of values: Wnt act, phage Ecoli inh
COCCN(CCOC)C(=O)[C@H](CCc1ccccc1)NC(=O)[C@H]1O[C@@H](n2cnc3c(N)ncnc32)[C@H](O)[C@@H]1O
    2, 0.9
COc1cc2oc(=O)cc(CN3CCN(c4ccc(Cl)c(Cl)c4)CC3)c2cc1Cl
    -3, 2.2
CCOC(=O)N1CCN(C(=O)C[C@@H]2C[C@@]3(C(=O)OCC)CCCC=C3N(Cc3ccccc3)C2=O)CC1
    -2, 2.3
Cn1cc([C@]2(O)C(=O)Nc3cccc(Cl)c32)c2ccccc21
    1, 4.6
COc1ccncc1-c1ccccc1C1=CC(=O)CC(C)(C)C1=O
    -1, 2.1
Cc1ccc(F)c(S(=O)(=O)NC(=O)C2(C)CCN2C(=O)Cc2ccccc2)c1 (stereo not drawn)
    2, 3.6
COC(=O)c1ccc2nc(-c3ccc(C)cc3)c(Cc3ccccc3)n2c1
    -1, 0.6
CCCCNC(=O)C[C@H]1C[C@@]2(C(=O)OC)C(=C[C@H](C(C)(C)C)O[C@@H]2C)N(Cc2ccc3c(c2)OCO3)C1=O
    -2, 2.1
FC(F)(F)c1cc(Cl)c2nc(-c3cccc(Cl)c3)c(Cc3cccc(Cl)c3)n2c1
    -2, 2.7
COc1cccc(CC(=O)Nc2ccc3c(c2)c(=O)n(C)n3-c2ccc(C(C)(C)C)cc2)c1
    -5, 0.4

# Other structures
# Order of values: Wnt act, phage Ecoli inh
CCC(CC)C(=O)N(C)c1c(C)nc2c(OCc3ccc(F)c(F)c3)cccn12
    6, 3.0
S=C1SCCCN1Cc1ccc(Cl)cc1
    22, 2.2
c1ccc(N=NN2CCOCC2)cc1
    -3, 4.3
C=CCCC[C@H]1OC(=O)[C@H](C)NC(=O)[C@H](C(C)C)NC(=O)[C@@H]2CCCN2C(=O)[C@H](Cc2ccccc2)OC(=O)[C@@H](C(C)C)N(C)C(=O)[C@H](C(C)C)NC(=O)C1(C)C
    -3, 1.8
CC1(C(=O)Nc2cccc3cccnc23)CCN1Cc1cccc2c1OCO2 (stereo not drawn)
    -1, 0.8
C[C@H]1CN([C@@H](C)CO)C(=O)CCCn2cc(nn2)CO[C@@H]1CN(C)C(=O)CCC(F)(F)F
    2, 4.5
C[C@H](c1ccccc1)N1C[C@@H](COCc2ccccc2)Oc2cccc(N3CCCC3)c2S1(=O)=O
    -3, 3.3
C=CCN1CCN(c2ccncc2S(=O)(=O)N2CCN(C)CC2)CC1
    -2, 2.3
O=S1(=O)C[C@@H](N2CCN(c3ccccc3)CC2)[C@H](COCc2ccccc2)N1
    -1, 1.3
O=C(c1cccc(-c2cccc3nccn23)c1)N1CCOCC1
    0, 1.4

# Following part
# Order of values: Wnt act, phage Ecoli inh
COc1ccc(Cc2c(-c3ccco3)nc3ccc(Br)cn23)c(C)c1
    -3, -3.0
CC1(C)CC(=O)C=C(c2ccc(COC(=O)Cc3ccccc3)cc2)C1=O
    -5, 2.2
CC(=O)Nc1ccc(OCCCN2CCC(C(O)(c3ccccc3)c3ccccc3)CC2)cc1
    0, 2.4
CC1=NN(c2cccc(C(=O)O)c2)C(=O)/C1=C\C=C/c1ccccc1
    22, 3.9
CC(=O)c1ccc(C2CC(OCCF)=CC(=O)O2)cc1 (stereo not drawn)
    0, 5.3
COc1ccc([N+](=O)[O-])cc1NCc1c(F)cccc1F
    -2, -1.7
COc1ccc(C2CC(=O)C(c3ccc(Br)cc3)=CN2Cc2ccccc2)cc1 (stereo not drawn)
    -2, 3.0
O=C1[C@H]2[C@@H](c3ccccc3)N[C@]3(CCCN(Cc4ccc(F)cc4)C3=O)[C@H]2C(=O)N1Cc1ccccc1
    -4, 2.2
CC(C)C1C(=O)N(Cc2cn(CCC3OCCCO3)nn2)CCS(=O)(=O)N1Cc1ccc(-c2ccc(F)nc2)cc1 (stereo not drawn)
    -1, -0.4
CC1(C(=O)NCc2ccccc2)CN(S(C)(=O)=O)CC(=O)N1CCc1c[nH]c2ccccc12 (stereo not drawn)
    -3, 1.5

# Additional results
# Order of values: Wnt act, phage Ecoli inh
CC1CCCC(NC(=O)c2cc(S(=O)(=O)N3CCCCC3)c[nH]2)C1C (stereo not drawn)
    -1, 2.1
COC(=O)Cc1nnn2c1[C@H](C)[C@H](c1ccccc1Br)OC[C@@H]2c1ccccc1
    0, 0.8
Cc1ccc([C@H]2N[C@]3(CCCN(Cc4ccc(Cl)cc4)C3=O)[C@H]3C(=O)N(Cc4ccccc4)C(=O)[C@@H]23)cc1
    -4, 5.4
CCc1cc(-c2cnnn2CCc2c[nH]c3ccccc23)ccc1-c1cn(CC(C)C)nn1
    -2, -1.7
COC(=O)C1=C(C)N(Cc2ccccc2C(F)(F)F)C(=NCc2ccc(OC)cc2)NC1c1ccc(C(F)(F)F)cc1 (stereo not drawn)
    -23, 9.7
CC(C)(C)c1ccc(C(=O)N2CCOC23CCCCC3)cc1
    -3, 3.1
Cc1cc(C)nc(Nc2nc(C(N)Cc3ccc(F)cc3)cs2)n1 (stereo not drawn)
    -3, -1.2
CSCCC(c1nnnn1-c1c(C)cccc1C)N1CCN(C/C=C/c2ccccc2)CC1 (stereo not drawn)
    -1, 0.5
CCOc1ccc(S(=O)(=O)N2CCCCC2)cc1NC(=O)Cc1ccc(OC)cc1
    -4, 2.2
CCCCNC(=O)C[C@H]1C[C@@]2(C(=O)OC)C(=C[C@H](C3CCCC3)O[C@@H]2C)N(Cc2ccccc2)C1=O
    -2, 1.2

# Sorted by value in phage Ecoli inh (falling): five from the list above
# Order of values: Wnt act, phage Ecoli inh
COC(=O)C1=C(C)N(Cc2ccccc2C(F)(F)F)C(=NCc2ccc(OC)cc2)NC1c1ccc(C(F)(F)F)cc1 (stereo not drawn)
    -23, 9.7
CC(C)(C)c1ccc(C(=O)N2CCOC23CCCCC3)cc1
    -3, 3.1
CC1CCCC(NC(=O)c2cc(S(=O)(=O)N3CCCCC3)c[nH]2)C1C (stereo not drawn)
    -1, 2.1
CCCCNC(=O)C[C@H]1C[C@@]2(C(=O)OC)C(=C[C@H](C3CCCC3)O[C@@H]2C)N(Cc2ccccc2)C1=O
    -2, 1.2
COC(=O)Cc1nnn2c1[C@H](C)[C@H](c1ccccc1Br)OC[C@@H]2c1ccccc1
    0, 0.8

# Later entries:
# Order of values: Wnt act, phage Ecoli inh
COCC(=O)Oc1cc(-c2ccc(C)cc2C)c(OC(=O)COC)c(-c2ccc(C)cc2C)c1
    -3, -5.5
O=C(Nc1ccc(F)c(Cl)c1)c1ccc2nc([C@@H]3O[C@H](CO)[C@H](O)[C@H](O)[C@H]3O)[nH]c2c1
    -2, 1.8
CC(C)c1ccc(CC(=O)N2CCC2(C)C(=O)NCc2cccc3ccccc23)cc1 (stereo not drawn)
    -4, 0.7
CC1(C(=O)NS(=O)(=O)c2ccccc2Cl)CCN1C(=O)C1CC1 (stereo not drawn)
    -4, 1.3
CN(C)C(=O)c1cccc(-c2cnc3c(NC=O)cc(-c4ccccc4Cl)cn23)c1
    3, 1.2
CCNC(=O)C1(C)CCCN(C(=O)c2ccc3c(c2)C(C)(C)CCC3(C)C)C1 (stereo not drawn)
    -4, 0.2
CCNC(=O)C1(C)CCN(C(=O)c2ccc3snnc3c2)C1 (stereo not drawn)
    -3, 2.2
Cc1ccc(C(O)c2ncc(-c3ccccc3C(F)(F)F)[nH]2)cc1F (stereo not drawn)
    -3, 6.1
CC1(C(=O)NS(=O)(=O)c2ccc(F)cc2F)CCN1C(=O)C1(c2ccc(Cl)cc2)CC1 (stereo not drawn)
    -1, 2.3
COc1ccc(Cl)cc1-c1cc(C(=O)NCc2ccccc2)[nH]n1
    -5, 1.6

# Continued:
# Order of values: Wnt act, phage Ecoli inh
CC1(C(=O)Nc2ccc3c(c2)OCCO3)CCN1Cc1ccc2ccccc2c1 (stereo not drawn)
    -2, 0.5
COC(=O)[C@]12C[C@H](CC(=O)NCCCCc3ccccc3)C(=O)N(Cc3ccccc3)C1=C[C@H](C(C)(C)C)O[C@@H]2C
    -5, -0.1
CCC(c1nnnn1-c1ccc2c(c1)OCCO2)N1CCN(C(=O)c2ccco2)CC1 (stereo not drawn)
    -2, 3.0
COc1cccc(C(NC(C)=O)c2nc(-c3ccccc3OC)cs2)c1 (stereo not drawn)
    -3, -1.1
CCCCNC(=O)C1C(c2ccc(C(F)(F)F)cc2)=Nc2ccccc2N1C(=O)c1ccc2nc(C)[nH]c2c1 (stereo not drawn)
    6, -2.7
COc1ccc(-c2csc(C(O)c3cccnc3)n2)cn1 (stereo not drawn)
    -1, 0.8
Fc1cccc(Cc2c(-c3cccc(Br)c3)nc3ccc(Cl)cn23)c1
    16, -1.8
CC(C)NC(=O)c1ccc(CONC(=O)OCc2ccccc2)cc1
    0, 0.5
CSc1ncccc1C(=O)N1CCC1(C)C(=O)NC(C)C (stereo not drawn)
    0, 1.9
Cc1ccc(OCC(=O)N2CCc3ccccc3C2)cc1C
    5, 2.5

# Other structures
# Order of values: Wnt act, phage Ecoli inh
Cc1ccc(/C=C/C(=O)OCC(=O)N(C)c2c(N)n(Cc3ccccc3)c(=O)[nH]c2=O)o1
    -2, 1.0
Cc1ccc(C(=O)NCC(=O)OCCCn2c(=O)[nH]c3ccccc32)cc1C
    0, 3.9
COC(=O)c1c(-c2ccccc2)oc2c1C(OCCO)CCC2 (stereo not drawn)
    -1, 0.8
CC1(C(=O)NS(=O)(=O)c2ccc(F)cc2F)CCN1C(=O)c1ccccc1CCc1ccccc1 (stereo not drawn)
    -3, 1.4
c1ccc(-c2ccc3c(n2)CCCN3Cc2ccccn2)cc1
    35*, 4.4
Cc1cn([C@H]2C[C@H](O)[C@@H](CCC(=O)NCc3ccc4c(c3)OCO4)O2)c(=O)[nH]c1=O
    0, -1.2
CCNC(=O)C1CCCN(C(=O)C(c2ccccc2)c2ccccc2)CC1 (stereo not drawn)
    -1, 2.2
Cc1onc(-c2c(F)cccc2Cl)c1C(=O)Nc1cc2cc([N+](=O)[O-])ccc2oc1=O
    0, 0.8
COCCCNc1c2c(nc3ccccc13)CCC2
    -4, 3.2
CC1(C)CC(=O)C=C(c2ccc(COC(=O)/C=C/c3ccccc3)cc2)C1=O
    -2, 2.3

# Next results.
# Order of values: Wnt act, phage Ecoli inh
COc1cc(C=NC2CCCCC2)ccc1O
    0, 1.6
COc1ccc(-c2csc(C(C)(O)c3ccccc3)n2)cc1OC (stereo not drawn)
    0, 3.0
CCNC(=O)C1(C)CCCN1C(=O)c1cnc2ccccc2n1 (stereo not drawn)
    2, 1.9
Cc1ccc(NC(=O)[C@@H]2O[C@H](CO)[C@H](O)[C@H](O)[C@H]2O)cc1C(F)(F)F
    -2, 0.8
COCCNC(=O)C1(C)CCCN(C(=O)c2ccc3ccccc3c2)C1 (stereo not drawn)
    -1, 1.4
CC1(C(=O)NS(=O)(=O)C2CC2)CCCN(C(=O)c2ccccc2C(F)(F)F)C1 (stereo not drawn)
    -1, 0.2
COC(=O)C1=C(C)N(Cc2ccccc2C(F)(F)F)C(=NCc2ccccc2)NC1c1cccc(C(F)(F)F)c1 (stereo not drawn)
    -19, 4.6
COC(=O)c1ccc(C(=O)N2CCCC(C)(C(=O)NS(=O)(=O)C3CC3)C2)cc1 (stereo not drawn)
    -1, -0.7
N#Cc1ccc(S(=O)(=O)N2CCCCC2c2cc(C(=O)Nc3cccc4c3CCCC4)no2)cc1 (stereo not drawn)
    -1, 1.2

# 2 entries drawn at random from those above:
# Order of values: Wnt act, phage Ecoli inh
COC(=O)C1=C(C)N(Cc2ccccc2C(F)(F)F)C(=NCc2ccccc2)NC1c1cccc(C(F)(F)F)c1 (stereo not drawn)
    -19, 4.6
N#Cc1ccc(S(=O)(=O)N2CCCCC2c2cc(C(=O)Nc3cccc4c3CCCC4)no2)cc1 (stereo not drawn)
    -1, 1.2

# Bioassay records as filed in PubChem BioAssay.

# Not all compounds are listed; count on the stated rates, not on these rows.
